High-throughput results as filed in PubChem BioAssay.
KDM5B inhibitor: blocks human KDM5B histone demethylase activity | Q9UGL1 | AID 1347165 | KDM5B demethylase, FDH-coupled NADH fluorescence (FDH is formaldehyde dehydrogenase) | actives 2.6% (n = 220,000) | Potency, µM (doses to about 57.7 µM), for the others: at the top dose activity change, negative = inhibition, hits mostly inhibitors; active = well fitted inhibition curve with a large enough effect; inconclusive = small, poorly fitted or top-dose-only effect; inactive = no such curve, though single readings can be large or run the other way; note: 0% is about no effect; nearly all actives have a fitted effect of over 70% in size
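qHTS format, multiple compound concentrations. Buffer 50 mM HEPES pH 7.5/0.01% Tween-20; 200 nM KDM5BΔAP final; 10 min compound preincubation; substrate-mix levels 12.5 µM peptide, 25 µM α-KG, 0.25 mM NAD⁺; 30 min RT; ΔRFU.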
Starred values were filed as active, the others as inactive; i = inactive; ? = inconclusive; & = joins results of further samples; [ ] = remark or other dose. Potency is the fitted concentration of half-maximal effect.

SMILES	KDM5B inhibitor
Cc1ccc(NC(=O)Cn2nc(-c3ccncc3)ccc2=O)cc1Cl	?
O=C(COC(=O)c1ccc2ccccc2n1)c1ccc2ccccc2c1	-15%
COc1cc(NS(=O)(=O)c2ccc(NC(=O)c3cccc(F)c3)cc2)nc(OC)n1	-19%
Cc1nn(-c2ccccc2)c(C)c1NC(=O)COC(=O)c1ccccc1OC(F)F	44%[activator]
Nc1ccc(S(=O)(=O)NCc2ccccn2)cc1	18%
CCSc1ccccc1C(=O)NC12CC3CC(CC(C3)C1)C2	13%
O=C1CC2(CCN(C(=O)[C@@H]3CCCN3)CC2)CN1Cc1ccc(F)c(F)c1	-18%
Cn1cc(C(C(=O)O)N2CCCC2)c2cc(C(=O)O)ccc21 (configuration not stated)	?
O=C(c1ccc(N2CCC(CO)C2)nc1)N1CCC(Oc2cccnc2)CC1 (configuration not stated)	?
COc1ccc(/C=N\NC(=O)c2ccccc2[N+](=O)[O-])cc1COc1c(F)c(F)c(F)c(F)c1F	-21%
Cc1cc(C)cc(-n2ccnc2SCC(=O)Nc2nc3ccc(C)cc3s2)c1	-27%
CC(C)C(=O)Nc1ccc2[nH]cc(C(C(=O)O)N3CCN(Cc4ccccc4)CC3)c2c1 (configuration not stated)	11%
CC(C)(C)C(=O)COC(=O)c1ccccc1SC1CCS(=O)(=O)C1 (configuration not stated)	39%[activator]
Cn1cc(NC(=O)C[C@H]2NC(=O)c3ccccc3NC2=O)cn1	2%
c1ccc(Cc2noc(CCn3ccnc3-c3ccncc3)n2)cc1	-10%
c1ccc(-c2nccnc2-c2ccccc2)cc1	-7%
CCOc1ccc(-c2nc(CNC(=O)Nc3cccc(OC)c3)c(C)o2)cc1	9%
Cc1noc2ncnc(NCCc3ccccc3)c12	3%
Cc1ccc2c(Cn3cc(S(=O)(=O)N(C)C)ccc3=O)cc(=O)oc2c1	-8%
CCCN(Cc1cccs1)C(=O)Nc1cc(Cl)ccc1OC	-3%
O=C(Cc1ccccc1F)NCCC1CCN(C(=O)Nc2ccc(F)cc2F)CC1	4%
COc1ccccc1N1C(=O)CCC1(C)C(=O)NC1CCCC1 (configuration not stated)	20%
Cc1nn(C(C)C(=O)N2CCN(c3ccc(F)cc3)CC2)c(=O)c2c1sc1ccccc12 (configuration not stated)	-9%
COC(=O)c1ccccc1NC(=O)Cn1nc(C)c2nn(-c3ccc(Cl)cc3)c(C)c2c1=O	-11%
COc1ccc(C(=O)N[C@@H]2C=C(C(=O)N[C@H](C)C(N)=O)C[C@@H](O)[C@@H]2O)cc1	-35%[86.2 µM]
CCc1ccc(NC(=O)CN(c2ccc(C)cc2)S(=O)(=O)c2cccs2)cc1	-6%
Cc1cccc(-c2noc(CCC(=O)N3CCC(C)(c4noc(C)n4)CC3)n2)c1	-19%
Cc1c2cnn(CC(=O)NCc3ccc(F)cc3)c(=O)c2c(C)n1Cc1ccccc1Cl	9%
CC(NS(=O)(=O)c1ccccc1F)C(=O)Nc1ccc(F)c(Cl)c1 (configuration not stated)	11%
CCc1ccc2oc(C(=O)Nc3cc(Cl)ccc3OC)cc(=O)c2c1	5%
CN(Cc1ccccc1)S(=O)(=O)c1ccc(NC(=O)CN2CCN(c3ccccc3O)CC2)cc1	-10%
COC(=O)c1ccc(NC(=O)Cn2nc3n(c2=O)CCCC3)cc1	-10%
COc1ccc(C[C@H](NC(=O)[C@@H]2C[C@H](NC(=O)Nc3ccc(F)cc3F)CN2C(=O)CC(C)(C)C)C(N)=O)cc1	27%
CN(C(=O)c1c[nH]c2ccc(S(=O)(=O)Nc3cccc(C(F)(F)F)c3)cc2c1=O)C1CCCCC1	-6%
C/C(=N/NC(=O)CNC(=O)c1ccncc1)c1ccco1	27%
Cc1cccc(Cn2c(SCC(N)=O)nc3c2c(=O)[nH]c(=O)n3C)c1	10%
Cc1noc(C)c1-c1cc(-c2ccccc2O)cn2cncc12	i
COc1ccccc1CN1CCc2c(n(CCOc3ccccc3)n(-c3ccccc3)c2=O)C1	-25%
Cc1c(C)n(C)c2ccc(C(=O)N3CCN(c4ccccn4)CC3)cc12	13%
CCC(C)n1c(=N)c(C(=O)NCc2ccccc2)cc2c(=O)n3cc(C)ccc3nc21 (configuration not stated)	i
C/C(=N\NC(=O)c1ccc(C)cc1)c1ccc(C)s1	0%
CC(C)[N+]1=C2C=CC=CC=C2SC12C([N+](=O)[O-])=CC(=[N+]([O-])[O-])C=C2[N+](=O)[O-] (configuration not stated)	?
O=C(Nc1ccccc1F)NC1(C(F)(F)F)Oc2ccccc2O1	?
Cc1ccc(C(=O)COC(=O)COc2ccc(Cl)c(C)c2)c(C)c1	24%
Cn1c(NCc2ccc3c(c2)OCO3)nc2c1c(=O)n(Cc1ccccc1)c(=O)n2C	-20%

Sorted by heavy-atom count (high to low): some entries from above.
SMILES	KDM5B inhibitor
CN(C(=O)c1c[nH]c2ccc(S(=O)(=O)Nc3cccc(C(F)(F)F)c3)cc2c1=O)C1CCCCC1	-6%
CCC(C)n1c(=N)c(C(=O)NCc2ccccc2)cc2c(=O)n3cc(C)ccc3nc21 (configuration not stated)	i
Cc1c(C)n(C)c2ccc(C(=O)N3CCN(c4ccccn4)CC3)cc12	13%
COC(=O)c1ccc(NC(=O)Cn2nc3n(c2=O)CCCC3)cc1	-10%

(next part)
SMILES	KDM5B inhibitor
CCOc1ccccc1NC(=O)c1nc(S(=O)(=O)Cc2cccc(C)c2)ncc1Cl	?
CCOC(=O)c1nnc2c(-c3ccc(Br)cc3)c(C)nn2c1C	-2%
Cc1ccc2nc(C)c(C(=O)N3CCN(c4ccc(F)cc4)CC3)cc2c1	10%
Cc1ccc(Nc2nc(-c3ccncc3)cs2)cc1C	-10%
COc1cccc(-n2c(SCC(=O)N3CCCCC3)nc3c([nH]c4ccccc43)c2=O)c1	-27%
COCC(=O)N1CCN(C(=O)c2cccnc2)[C@@H](C(=O)N[C@H]2CCCNC2=O)C1	-14%[86.2 µM]
C[S+](=O)([O-])N1Cc2ccccc2CC2(CCCN(Cc3cccnc3)C2)C1 (configuration not stated)	10%[115 µM]
COc1ncc(-c2cc(C(=O)NCc3cnn(C)c3)c3c(c2)N(C)CCO3)cn1	7%[86.2 µM]
CCc1cccc(C)c1Nc1c(-c2cccc(O)c2)nc2cnccn12	?
Nc1cc(-n2cccc2)ccc1Cl	-40%
CS(=O)(=O)N1CCC(OC2CCN(C(=O)Nc3cccc(C(F)(F)F)c3)CC2)CC1	20%
Cc1nn2c(=O)cc(COC(=O)c3ccccc3NC(=O)C(C)Oc3ccccc3)nc2s1 (configuration not stated)	2%&9%
CNC(=O)c1cccn2nccc12	32µM*
COc1ccc(-c2cc(C(=O)NC3CC3)c3c(C4CCNC4)nn(C)c3n2)cc1 (configuration not stated)	79µM*
O=C([C@H]1C[C@@H](F)CN1S(=O)(=O)c1cccc(C(F)(F)F)c1)N1CCOCC1	13%
CCN(C(=O)c1cn(C)c(=O)c2ccccc12)c1ccccc1F	4%
O=C(NC1CC(=O)N(CCCc2ccccc2)C1)c1ccc2c(c1)OCO2 (configuration not stated)	-17%
CCN(CC)C(=O)N1CCCN(C(=O)C2CC2)C(c2ccccc2)CC(=O)NCC1 (configuration not stated)	-4%
Cc1nc2sc(C(=O)OCC(=O)Nc3cc(C(F)(F)F)ccc3Cl)c(C)c2c(=O)[nH]1	-10%
COCCn1ncc(N2CCC(NC(=O)C(C)C)CC2)cc1=O	-18%
COc1ccc(CCNC(=O)C(=O)NCc2n[nH]c(=O)c3ccccc23)cc1OC	3%
Oc1ccc(Cl)cc1Nc1nc2ccccc2n2cnnc12	-12%
Cc1sc2ncnc(N3CCC(NC[C@@H]4C[C@H](F)CN4)CC3)c2c1C	68%[activator]
CN(Cc1cc(=O)c2cc(C(N)=O)ccc2[nH]1)Cc1n[nH]c2c1CCCCC2	-27%
O=C(CC(c1ccccc1)c1ccccc1)Nc1ccc(C(=O)O)cc1	2%
CC(=O)c1sc2c(c1N)c(=O)[nH]c(=O)n2-c1ccccc1	-3%
COc1ccc(CNC(=O)Cn2nc(N3CCN(c4ccccc4)CC3)ccc2=O)c(OC)c1	8%
COc1ccccc1Nc1nc2ccccc2nc1NS(=O)(=O)c1ccc(F)cc1	0%
CC1CCN(C(=O)Cn2cc(SCC(=O)NCc3ccccc3)c3ccccc32)CC1	-8%
COc1cccc(CN(Cc2cccnc2)C(=O)C2CNCCO2)c1OC (configuration not stated)	-11%
Cc1ccccc1CNC(=O)c1cccc(NC(=O)N2CCSc3ncccc32)c1	?
COc1ccc(Oc2nc3c(c(=O)n(C)c(=O)n3C)n2Cc2ccccc2Cl)cc1	?
O=C(N[C@@H]1CN(CC2CC2)C[C@H]1CO)c1ccccc1	-7%
O=C(NC1CCCCC1)c1cc(-n2cnnc2)ccc1Cl	16%
COc1ccccc1CNC(=O)c1ccc(N2CCCC2)c(NC(=O)NCc2ccccc2)c1	?
Cc1nc(C)c(C(=O)N2CCCC(c3nn(C)c(=O)n3-c3ccccc3)C2)s1 (configuration not stated)	-12%
CCCNC(=O)C(C)NC(=O)CSc1ccc(NC(C)=O)cc1 (configuration not stated)	10%
Cc1ccc(Cn2c(C(=O)O)c(CNCc3cccs3)c3ccc(C)cc32)cc1	?
O=C(C1CC1)N1CCC2(CCCCO2)CC1	-10%
O=C(Nc1ccccc1N1CCOCC1)C1=NN(C2CCS(=O)(=O)C2)C(=O)CC1 (configuration not stated)	2%
CN1CCCCCCN(C(=O)C2CCOCC2)[C@H]2CCC[C@H]2C1=O	3%
O=C(NC(=S)Nc1ccc(Br)cc1)C1CCC1	0%
Cc1cccc(C)c1NC(=O)c1cccc(N(C)C)c1	99%[activator]
Cc1onc(-c2c(Cl)cccc2Cl)c1C(=O)c1ccc(F)cc1	-2%
O=C(c1ccoc1)N1CCC(c2noc(CO)n2)C1 (configuration not stated)	-20%

Single entries from the list.
KDM5B inhibitor, O=C(NC(=S)Nc1ccc(Br)cc1)C1CCC1 stands at 0%
KDM5B inhibitor, O=C(C1CC1)N1CCC2(CCCCO2)CC1 stands at -10%

Three entries from above, with values ahead of the structure.
KDM5B inhibitor | molecule
? | Cn1cc(C(C(=O)O)N2CCCC2)c2cc(C(=O)O)ccc21 (configuration not stated)
0% | C/C(=N\NC(=O)c1ccc(C)cc1)c1ccc(C)s1
5% | CCc1ccc2oc(C(=O)Nc3cc(Cl)ccc3OC)cc(=O)c2c1

(cont.)
SMILES	KDM5B inhibitor
O=C(c1ccc(Cl)cc1)N1CCCC(C(=O)N2CCc3ccccc3C2)C1 (configuration not stated)	-3%
Cc1ccc(CNS(=O)(=O)c2cc3c(cc2Cl)NC(=O)CO3)o1	?
O=c1c2nc(NCc3cccs3)ccc2ncn1Cc1ccccc1	40µM*
COc1ccc2c(C)c(CCC(=O)N(C)Cc3cccc(OC)c3OC)c(=O)oc2c1	?
CCn1cc(C(=O)NCCCN2CCC(C)CC2)c(=O)c2cc(S(=O)(=O)N(C)C3CCCCC3)ccc21	-3%
Cc1ncccc1C(=O)N1CCC(c2noc(-c3ccccn3)n2)C1 (configuration not stated)	-22%
OCCNc1nc(Nc2ccc(Cl)c(Cl)c2)nc2nccnc12	4%
O=C(c1cnccn1)N1C[C@@H]2OCC(=O)N(Cc3ccccc3)[C@@H]2C1	-17%[86.2 µM]
CCCNc1nc2c(c(=O)[nH]c(=O)n2C)n1CCC(C)C	20%
FC(F)(F)c1ccc(O[C@H]2COCCN(c3nc4ccccc4o3)C2)nc1	?
NC(=O)c1ccc(NC(=O)Cn2cnc3ccc(Cl)cc3c2=O)cc1	8%
CC(=O)N1CCCN(C(=O)C(c2cccc(F)c2)N(C)C)CC1 (configuration not stated)	45%[activator]
COc1cccc(-c2cn3c(n2)sc2cc(C(=O)NCCC4=CCCCC4)ccc23)c1	?
CC(C)(C)NC(NC(=O)c1cccc([N+](=O)[O-])c1)C(Cl)(Cl)Cl (configuration not stated)	16%
COc1ccc(C(=O)N2CCCC(c3nc(-c4ccccc4)no3)CCNC(=O)CC2)cn1 (configuration not stated)	2%
Cc1ccc(NC(=O)Cc2nc(-c3c[nH]c(C(=O)N4CCCC4)c3)cs2)cc1	?
O=C(CCSc1ccccc1)Nc1nnc(C2CC(=O)N(c3ccc(Cl)cc3)C2)s1 (configuration not stated)	16%
O=C(CNC(=O)c1cccs1)OCc1ccc(Cl)cc1	?
CS(=O)(=O)N1CCN2C(=O)N(Cc3cccnc3)C[C@H]2C1	-6%[86.2 µM]
O=C(Nc1ccnn1C1CCN(Cc2ccc(-c3ccccc3)cc2)CC1)C1CC1	-15%
Cc1ccc(C)c(CSC2=NC(C)(C)Nc3ccccc32)c1	?
O=C(Nc1ccccc1Cl)N1CCC2(CC1)Oc1ccccc1C(=O)N2Cc1ccc(F)cc1	5%&-2%
C=CCN(Cc1cccc(OCC)c1)C(=O)CC1CNCCO1 (configuration not stated)	-7%
CN(C)c1ccc(C(=O)OCc2ccc(C#N)cc2)cc1	3%
NC(c1ccccc1)c1nnc2n1CCN(C(=O)N1CCCCC1)C2 (configuration not stated)	9%[149 µM]
CC(=O)c1cccc(NC(=O)CN2C(=O)c3ccccc3Sc3ncccc32)c1	-26%
Cc1ccc(C(=O)Oc2ccc(C(=S)N3CCOCC3)cc2)cc1	-1%
CN(C)C[C@@H]1CN(c2ccccn2)C[C@H]1NC(=O)c1cccn1C	22µM*
O=C(COc1ccc(F)cc1)Nc1nc2c(s1)CCCC2	18%
O=C(Cc1cccc(Cl)c1)N1CCC2(COc3ccncc3[S+](=O)([O-])N2)C1 (configuration not stated)	-26%[115 µM]
O=S(=O)(NCC1(c2ccccc2)CCC1)c1ccc(F)c(F)c1	17%
COc1cc(NC(=O)N2CC(C)Oc3ccc(Cl)cc32)cc(OC)c1OC (configuration not stated)	8%
Cc1cc(C(F)(F)F)nn1CC(=O)NC1CCc2n[nH]c(=O)n2CC1 (configuration not stated)	42%
COc1ccc(C(=O)CC(=O)c2ccc(F)cc2)cc1	?
CCCCc1ncc[nH]1	-2%[460 µM]

The list is partial; rates above refer to the full screens.
